Source: PubChem BioAssay
Siah-1 displacement – Siah-1 peptide-binding antagonists, primary screen, biochemical, fluorescence polarization, rhodamine-plectin, uHTS (AID 1817); Siah-1 / rhodamine-plectin peptide fluorescence polarization; higher % means a stronger effect; one-dose displacement, % at 20 µM; IC50 in µM for titrated hits; 290,000 compounds, 0.02% hits;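 active = displacement of at least 50% at 20 µM, with a fluorescence ratio check between 0.3 and a set limit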;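 note: plate controls were Siah plus tracer with DMSO for no effect and tracer alone without Siah for full effect; strong numbers were not always called active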
Dengue-2 NS5 capping – Dengue-2 NS5 methyltransferase inhibitors, primary screen, biochemical, confirmation dose response (AID 588689). Dengue-2 NS5 methyltransferase capping enzyme assay, biochemical; higher % means a stronger effect. inhibition, % at 25 µM, or IC50 in µM where a hit was titrated. 340,000 compounds, 0.3% hits; in the data active = a potency from the dose series; inconclusive = inhibition above about 29% without an active follow-up result
Large T inhibition – TAg ATPase/helicase activity blockers – biochemical (AID 1903). SV40 large T antigen ATPase/helicase inhibition assay; higher % means a stronger effect. inhibition, % at 20 µM, or IC50 in µM where a hit was titrated. 310,000 compounds, 0.39% hits; in the data active = a potency from the dose series; inconclusive = inhibition mostly from about 32% at the one dose, without a potency; inactive = the rest, 99 in 100 with inhibition below about 32%; note: strong numbers were not always called active
RSV CPE inhibition – RSV antiviral activity via CPE protection, HEp-2 cells, primary 10 µM value included (AID 2391); 310,000 compounds, 0.13% hits; CPE inhibition, % at 10 µM; hits with a dose series show IC50 in µM; HEp-2 cells, RSV-induced CPE inhibition; higher % means a stronger effect; in the data active = a potency from the dose series; inconclusive = CPE inhibition mostly from about 23% at the one dose, without a potency; inactive = the rest, 99 in 100 with CPE inhibition below about 21%; note: strong numbers were not always called active
NTR1 agonist – NTR1-driven beta-arrestin-GFP spot formation – imaging, U2OS cells, high content, primary screen (AID 493036). activation, % at 20 µM. P30989. agonist mode. 330,000 compounds, 0.17% hits;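 active = activation at or above 40% of the spot to cytoplasm intensity ratio, with at least 20 cells analyzed; inconclusive = wells under 20 cells, flagged as cytotoxic or low count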;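 note: 0% = DMSO without peptide and 100% = 100 nM NTR1 peptide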
Target sequence (P30989 whole entry, looked up): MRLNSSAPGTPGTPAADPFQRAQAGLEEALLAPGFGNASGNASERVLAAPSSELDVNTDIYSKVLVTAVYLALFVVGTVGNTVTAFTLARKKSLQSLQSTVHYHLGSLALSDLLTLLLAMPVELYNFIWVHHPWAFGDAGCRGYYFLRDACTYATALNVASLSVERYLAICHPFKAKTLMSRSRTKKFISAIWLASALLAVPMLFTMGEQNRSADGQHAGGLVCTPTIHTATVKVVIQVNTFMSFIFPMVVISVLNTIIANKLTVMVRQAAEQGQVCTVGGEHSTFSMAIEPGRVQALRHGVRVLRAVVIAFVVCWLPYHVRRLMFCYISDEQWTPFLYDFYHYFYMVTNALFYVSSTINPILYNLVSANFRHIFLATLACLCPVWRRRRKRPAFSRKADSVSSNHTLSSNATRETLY
UTI89 phage lysis – protection from phage-mediated lysis, alamar blue read-out – E. coli UTI89, K1F phage, bacterial capsule biogenesis inhibitors (AID 488966) | E. coli UTI89 K1F phage lysis, alamar blue, 2 h; higher % means a stronger effect | inhibition, % at 100 µM; hits with a dose series show IC50 in µM | 340,000 compounds, 0.02% hits;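 active = phage lysis inhibition, versus mean bacterial control, above a set limit; inconclusive = no clear call, values can overlap the other calls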;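 note: capsule biogenesis inhibitors block K1F phage lysis so surviving cells raise fluorescence; higher fluorescence means more inhibition of phage lysis; actives were called in the ten point dose series up to 300 µM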
Rac1 GTP hydrolysis – MgcRacGAP GTPase-activating activity inhibitors, confirmation, biochemical, ADP Hunter fluorescence. MgcRacGAP-stimulated Rac1 GTP hydrolysis, ADP Hunter fluorescence; higher % means a stronger effect; GST-tagged Rac1 F28L mutant substrate. AID 624330. inhibition, % at 30 µM, or IC50 in µM where a hit was titrated. 340,000 compounds, 0.6% hits;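 active = first-screen hits whose inhibition reached a set limit at any dose in the follow-up dose series; inconclusive = inhibition above the set first-screen limit but never retested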;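 note: fluorescence reports GDP produced by GAP-driven GTP hydrolysis; strong numbers were not always called active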
West Nile virus CPE – West Nile virus antiviral activity, cell-based, CPE readout (AID 1621). West Nile virus-infected cells, CPE inhibition; higher % means a stronger effect. one-dose CPE inhibition, % at 10 µM; IC50 in µM for titrated hits. 290,000 compounds, 0.02% hits; in the data active = a potency from the dose series; inconclusive = CPE inhibition mostly from about 3.7% at the one dose, without a potency; inactive = the rest, 99 in 100 with CPE inhibition below about 2.2%; note: strong numbers were not always called active
AID2073 – inhibitors of Mint1-CaV2.2 protein interaction, biochemical, HTRF (AID 2073) | HTRF protein-protein interaction, Mint1-CaV2.2; higher % means a stronger effect | inhibition, % at 20 µM, or IC50 in µM where a hit was titrated | 290,000 compounds, 0.19% hits; in the data active = inhibition mostly above about 51%, no sharp cut-off; inconclusive = no clear call, values can overlap the other calls; inactive = mostly below about 53%; note: some results filed as inactive read as strong as hits
NTR1 agonist cell count 20 µM – also measured in NTR1 agonist; calls as there; cell count; measured here: cell count, cytotoxicity flag
Dengue-2 NS5 capping pilot replicate – recorded beside Dengue-2 NS5 capping, whose call it bears; inhibition, %; measured here: pilot screen replicate inhibition
* marks the source's active call; other numbers are inactive results; i = inactive; ? = inconclusive; . = not tested or not shown; [ ] = dose if it differs, or a comment.

SMILES | Siah-1 displacement | Dengue-2 NS5 capping | Large T inhibition | RSV CPE inhibition | NTR1 agonist | NTR1 agonist cell count 20 µM | UTI89 phage lysis | Rac1 GTP hydrolysis | West Nile virus CPE | AID2073 | others
Cc1ccc(S(=O)(=O)N2CCOCC2)cc1NC(=O)Cn1ccsc1=N | 1% | -5% | 23% | 3.9% | 0.4 | 39 | -0.2% | 9% | . | -6%
C=CCN1C(=O)/C(=C\c2ccc(Cl)cc2)N=C1SCC(=O)NCCC | 4% | -3% | 1% | 0.9% | -1.1 | 34 | -0.1% | 12% | -0.3% | ?
Cc1ccnc(NC(=O)c2ccc([N+](=O)[O-])s2)c1 | 0% | -5% | 12% | 3.5% | -0.7 | 67 | -0.2% | 9% | -0.9% | 6%
COc1cc(CN2CCNC(=O)C2CC(=O)N(C)Cc2cccnc2)cc(OC)c1 (stereo unspecified) | -3% | 3% | 23% | 2.2% | 0.1 | 87 | -0.1% | -1% | 1.6% | 11%
Cc1c(N=Cc2ccncc2)c(=O)n(-c2ccccc2)n1C | -5% | -3% | 8% | 2.2% | 0.0 | 62 | 2.4% | 5% | 0.2% | 9%
Cc1nn(Cc2ccccc2)c(Cl)c1/C=N/NC(=O)CNc1cccc(C(F)(F)F)c1 | 9% | -6% | 7% | 3.7% | 17 | 45 | -0.4% | 7% | 0.2% | -3%
COc1ccc(-c2cc(C)no2)cc1S(=O)(=O)Nc1ccc(NC(C)=O)cc1 | 1% | 0% | 3% | . | -0.6 | 84 | 0.3% | 7% | 0.2% | -5%
COc1ccc(S(=O)(=O)N(CCC(=O)O)Cc2ccccc2)cc1 | 1% | -8% | 11% | -1.4% | 0.2 | 45 | 0.2% | 1% | 0.2% | 2%
O=C(Cn1nc(C(=O)O)c2ccccc2c1=O)c1c[nH]c2ccccc12 | -2% | -16% | 17% | -0.9% | -0.4 | 52 | 0.5%[50 µM] | -7% | -0.9% | 22%
COCc1[nH]nc2c1C1(CCSCC1)C(C#N)=C(N)O2 | 7% | -1% | 27% | -0.1% | 0.1 | 61 | 1.1% | 6% | 0.4% | -2%
O=C1C=C(c2ccc(C(=O)O)cc2)C[C@@H](c2ccc3c(c2)OCO3)C1 | . | 1% | . | 1.2% | 0.9 | 45 | 0.5% | 8% | . | .
Cc1ccccc1OCC(=O)NCCN(C)C | 8% | -2% | -1% | 0.3% | 0.3 | 53 | 0.1% | 8% | 0.4% | 9%
Cc1cc(-c2nnc(SCC(=O)Nc3ccc(F)cc3)n2N)n[nH]1 | 9% | -5% | 8% | -0.6% | 0.8 | 67 | -0.1% | 12% | 0.1% | 4%
CCN(CC)S(=O)(=O)c1ccc(-c2nnc(SCC(=O)c3ccc(OC)cc3)o2)cc1 | -1% | -4% | -4% | -0.7% | 0.4 | 42 | 1.8% | -3% | 0.2% | 7%
Clc1ccc(N2CCN(Cc3ccco3)CC2)cc1 | -1% | -8% | 2% | 0.9% | -0.2 | 54 | 1.2% | 25% | -1.0% | 8% | Dengue-2 NS5 capping pilot replicate=-1.2
CCOCC(=O)Nc1cccc(NC(C)=O)c1 | -2% | -3% | 8% | 0.4% | -0.8 | 64 | 0.1% | 0% | 0.1% | 0%
COc1ccccc1S(=O)(=O)Nc1cccc(-c2nnc3n2CCCCC3)c1 | -1% | -6% | 16% | 1.7% | -1.0 | 43 | -0.1% | 7% | 0.2% | -9%
CN1CCN(S(=O)(=O)c2cccc(C(=O)O)c2)CC1 | 0% | -7% | 7% | -1.1% | -0.9 | 48 | 0.2% | 4% | 1.2% | 2%
CCCC(=O)Nc1ncnc2c1ncn2[C@@H]1O[C@@H]2OP(=O)(O)OC[C@H]2[C@H]1OC(=O)CCC | . | -1% | 9% | -1.8% | 1.1 | 60 | 4.1% | -2% | . | .
CCOc1cc(-c2nc(C)c(C(C)=O)n2O)ccc1OCC(=O)Nc1ccc(F)cc1 | 2% | -11% | 5% | 0.5% | 0.1 | 57 | 0.2% | 8% | 0.3% | 14%
COC(=O)Cc1cc(=O)n2[nH]c(C(F)(F)F)nc2n1 | 0% | 11% | 5% | -0.4% | -0.3 | 41 | 4.8% | -1% | -0.3% | -2%
C=CCN1C(=O)/C(=C\c2ccc(OC(=O)c3ccco3)c(OC)c2)SC1=S | 1% | 1% | 8% | 16% | -3.6 | 81 | 0.0% | 6% | -0.3% | ?
Cc1nn(C)c(C)c1NC(=O)COc1ccccc1C#N | . | 10% | . | . | 0.0 | 52 | 0.5%[50 µM] | 4% | . | .
O=C(NCCSc1c[nH]c2ccccc12)c1ccco1 | 2% | -4% | 6% | 4.4% | 0.6 | 52 | 1.0% | 11% | 0.0% | -13%
CSCCC(NC(N)=O)C(=O)NCc1ccccc1Cl (stereo unspecified) | 3% | -1% | 11% | 1.3% | -2.6 | 92 | 4.6% | 9% | -0.3% | 12%
CCCCC(CC)C(=O)Nc1cccc(SC)c1 (stereo unspecified) | -3% | -6% | 4% | 0.1% | 0.1 | 55 | -0.4% | 4% | -0.4% | 0%
CCOC(=O)C1(C)NC(c2ccco2)C2C(=O)N(c3ccc(C)cc3)C(=O)C21 (stereo unspecified) | -2% | -2% | 10% | 2.2% | -0.9 | 56 | 0.4% | 6% | 0.2% | 8%
CC(=O)N1CSCC1C(=O)N1CCN(c2ccc(N3CCOCC3)nn2)CC1 (stereo unspecified) | -3% | -4% | 6% | -0.5% | -1.3 | 85 | 0.6% | 6% | 0.1% | 2%
CC(C)C(=O)Nc1cccc(-c2nc3ccccc3c(=O)o2)c1 | -2% | -6% | 10% | 0.9% | 0.8 | 41 | 7.4% | 1% | 0.2% | 1%
CCCCN(Cc1ccccc1)C(=O)C1CCN(Cc2sccc2C)CC1 | 4% | 0% | 25% | 0.6% | -1.3 | 48 | 10% | 19% | -1.6% | -2%
COc1ccc(S(=O)(=O)NCc2ccc(C(=O)NCc3cccnc3)cc2)cc1 | 12% | . | 5% | 0.2% | 0.7 | 35 | . | . | 0.3% | -3%
CCOC(=O)/C(=N/Nc1ccc(OC)cc1)Sc1nnc(CCc2ccccc2)n1-c1ccccc1 | 2% | 3% | 10% | 4.8% | 2.4 | 75 | -0.2% | 7% | -1.2% | -19%
COCCn1c(C)cc(/C=C(\C#N)C(=O)OCC(=O)N(C)c2c(N)n(Cc3ccccc3)c(=O)[nH]c2=O)c1C | . | -4% | 7% | 0.0% | -0.8 | 63 | 0.5%[50 µM] | 5% | . | .
CCCCc1cc(=O)oc2cc(OCC(=O)NCCN3CCOCC3)ccc12 | 3% | -8% | 12% | -1.2% | -1.2 | 56 | 0.8% | 6% | -0.8% | 8%
CNS(=O)(=O)c1ccc(NC(=O)C2CC(=O)N(c3ccc(Cl)cc3)C2)cc1 (stereo unspecified) | 16% | -2% | 0% | -1.8% | 0.2 | 51 | -2.0% | 4% | 0.2% | -6%
CCCN1CCC(NC(=O)CC2C(=O)NCCN2Cc2ccccc2C)CC1 (stereo unspecified) | -5% | -4% | 19% | -0.4% | 0.4 | 49 | 0.1%[50 µM] | -3% | -0.7% | 9%
O=C(CSc1ccccc1F)NCCN1C(=O)CSC1=O | . | -11% | . | . | 2.9 | 44 | 0.3%[50 µM] | 5% | . | .
Cc1ccc(-c2cc(C(=O)Nc3ccccc3C)c3ccccc3n2)o1 | 11% | -4% | 8% | 2.5% | -1.3 | 96 | 1.1% | 4% | 0.4% | -2%
COc1ccc(OCCOC(=O)c2nc3nccc(C)n3n2)cc1 | 0% | 1% | 10% | 0.3% | -0.1 | 105 | 0.0% | 10% | 0.7% | 5%
CCCCCCC(=O)N(O)C1CC(=O)N(c2ccc(Cl)cc2)C1=O (stereo unspecified) | -3% | -10% | -1% | -1.4% | 0.0 | 50 | -2.2% | -1% | 0.5% | -2%

Structures above that contain a furan ring, fused or not, in the order listed:
SMILES | Siah-1 displacement | Dengue-2 NS5 capping | Large T inhibition | RSV CPE inhibition | NTR1 agonist | NTR1 agonist cell count 20 µM | UTI89 phage lysis | Rac1 GTP hydrolysis | West Nile virus CPE | AID2073 | others
Clc1ccc(N2CCN(Cc3ccco3)CC2)cc1 | -1% | -8% | 2% | 0.9% | -0.2 | 54 | 1.2% | 25% | -1.0% | 8% | Dengue-2 NS5 capping pilot replicate=-1.2
C=CCN1C(=O)/C(=C\c2ccc(OC(=O)c3ccco3)c(OC)c2)SC1=S | 1% | 1% | 8% | 16% | -3.6 | 81 | 0.0% | 6% | -0.3% | ?
O=C(NCCSc1c[nH]c2ccccc12)c1ccco1 | 2% | -4% | 6% | 4.4% | 0.6 | 52 | 1.0% | 11% | 0.0% | -13%
CCOC(=O)C1(C)NC(c2ccco2)C2C(=O)N(c3ccc(C)cc3)C(=O)C21 (stereo unspecified) | -2% | -2% | 10% | 2.2% | -0.9 | 56 | 0.4% | 6% | 0.2% | 8%
Cc1ccc(-c2cc(C(=O)Nc3ccccc3C)c3ccccc3n2)o1 | 11% | -4% | 8% | 2.5% | -1.3 | 96 | 1.1% | 4% | 0.4% | -2%

The results go on.
SMILES | Siah-1 displacement | Dengue-2 NS5 capping | Large T inhibition | RSV CPE inhibition | NTR1 agonist | NTR1 agonist cell count 20 µM | UTI89 phage lysis | Rac1 GTP hydrolysis | West Nile virus CPE | AID2073 | others
CCC(=O)OCC(=O)Nc1cc(S(=O)(=O)N(C)C)ccc1Cl | 4% | -4% | 6% | -0.3% | 0.0 | 40 | 2.4% | 5% | 0.4% | 10%
CCNC(=S)N1CCCC(C(N)=O)C1 (stereo unspecified) | -5% | 11% | 3% | 1.1% | -0.1 | 54 | 1.5% | 0% | 0.4% | -2%
COCCN(C(=O)COc1ccccc1C#N)c1c(N)n(Cc2ccccc2)c(=O)[nH]c1=O | . | 6% | 5% | -1.6% | 1.5 | 68 | 1.2%[50 µM] | 8% | . | .
Cc1cccc(C)c1NS(=O)(=O)c1cc2c3c(c1)CCN3C(=O)CC2 | . | -9% | 11% | 1.4% | 1.5 | 35 | 1.7%[50 µM] | 6% | . | .
COc1cc(/C=N/Nc2ccc(Cl)cc2)ccc1OC(=O)c1cccs1 | -9% | -3% | 3% | -0.8% | . | . | 1.8% | 10% | 0.2% | 13%
Cn1c(N)c(C(=O)COC(=O)/C=C/c2cccc(Cl)c2)c(=O)n(C)c1=O | . | -5% | . | . | 5.8 | 53 | i | -2% | . | .
Cn1c(=O)n(CCOc2ccccc2Cl)c2ccccc21 | 0% | 6% | 1% | 15% | -0.5 | 41 | 0.0% | -4% | 0.2% | -6%
C=CCN(c1ccccc1)S(=O)(=O)c1cccc(C(=O)N(CC)CC(=O)Nc2c(F)cccc2F)c1 | 6% | -4% | 26% | 0.3% | 2.7 | 61 | 0.6% | 8% | -0.9% | -3%
